LAP4 TOR yeast: alters LAP4-GFP fluorescence in TOR pathway yeast screen. S. cerevisiae LAP4-GFP multiplex, flow cytometry GFP, 3 h; median GFP as percent of DMSO wells. GFP response vs DMSO, % at 10 µM. 320,000 compounds, 0.34% hits. AID 2023;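 active means GFP response vs DMSO above a set limit, about the screen mean plus 3 SD, cut at about 150% in these data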
AGP1-GFP MLPCN: modulators of TOR pathway AGP1-GFP in S. cerevisiae; 320,000 compounds, 0.02% hits; GFP response vs DMSO, % at 10 µM; S. cerevisiae AGP1-GFP multiplex flow cytometry, 3 h; GFP as percent of DMSO wells;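 active means GFP response relative to DMSO above a set limit, near screen average plus 3 SD, cut at about 150% in these data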;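 further: median GFP channel fluorescence of the gated AGP1 strain per well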
RPL19A TOR yeast: yeast TOR pathway RPL19A-GFP modulation; S. cerevisiae RPL19A-GFP strain, flow cytometry, 3 h; hits give low values; percent response vs DMSO, % at 10 µM; 330,000 compounds, 0.3% hits; AID 2025;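 active means percent response vs DMSO below 50%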;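 further: median channel GFP fluorescence of the barcoded RPL19A-GFP strain; ratio of sample median GFP to plate DMSO average so 100% = DMSO; lower means less RPL19A-GFP as with rapamycin TOR inhibition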
CIT2-GFP yeast: yeast TOR pathway CIT2-GFP modulation; S. cerevisiae CIT2-GFP strain, flow cytometry, 3 h; 100 means same as DMSO wells; GFP response vs DMSO, % at 10 µM; 320,000 compounds, 0.065% hits;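 active means GFP response relative to DMSO above a set limit, near the screen mean plus 3 SD, cut at about 150% in these data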;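 further: ratio of well median GFP fluorescence to mean of DMSO wells on the plate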
CR mimetic SO: lowers age-related superoxide in aged yeast cells. S. cerevisiae aged cells, superoxide DHE fluorescence; hits give low values. superoxide response (% of plate mean), % at 10 µM. 330,000 compounds, 0.18% hits. AID 2690;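 active means superoxide response under a set limit, about three screen SD below normal, cut at about 65% in these data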;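 further: yeast aged for seven days with compound at 30 °C before DHE staining; 100% = average MFI of all compound-treated wells on the plate with controls excluded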
AHR act: activates the human aryl hydrocarbon receptor; P35869; activation, % at 5 µM; 320,000 compounds, 2.5% hits; AHR-responsive luciferase reporter cells, luminescence; in the data active means activation above about 47%;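 further: 0% = vehicle wells and 100% = reference agonist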
Target sequence (P35869 whole entry, looked up): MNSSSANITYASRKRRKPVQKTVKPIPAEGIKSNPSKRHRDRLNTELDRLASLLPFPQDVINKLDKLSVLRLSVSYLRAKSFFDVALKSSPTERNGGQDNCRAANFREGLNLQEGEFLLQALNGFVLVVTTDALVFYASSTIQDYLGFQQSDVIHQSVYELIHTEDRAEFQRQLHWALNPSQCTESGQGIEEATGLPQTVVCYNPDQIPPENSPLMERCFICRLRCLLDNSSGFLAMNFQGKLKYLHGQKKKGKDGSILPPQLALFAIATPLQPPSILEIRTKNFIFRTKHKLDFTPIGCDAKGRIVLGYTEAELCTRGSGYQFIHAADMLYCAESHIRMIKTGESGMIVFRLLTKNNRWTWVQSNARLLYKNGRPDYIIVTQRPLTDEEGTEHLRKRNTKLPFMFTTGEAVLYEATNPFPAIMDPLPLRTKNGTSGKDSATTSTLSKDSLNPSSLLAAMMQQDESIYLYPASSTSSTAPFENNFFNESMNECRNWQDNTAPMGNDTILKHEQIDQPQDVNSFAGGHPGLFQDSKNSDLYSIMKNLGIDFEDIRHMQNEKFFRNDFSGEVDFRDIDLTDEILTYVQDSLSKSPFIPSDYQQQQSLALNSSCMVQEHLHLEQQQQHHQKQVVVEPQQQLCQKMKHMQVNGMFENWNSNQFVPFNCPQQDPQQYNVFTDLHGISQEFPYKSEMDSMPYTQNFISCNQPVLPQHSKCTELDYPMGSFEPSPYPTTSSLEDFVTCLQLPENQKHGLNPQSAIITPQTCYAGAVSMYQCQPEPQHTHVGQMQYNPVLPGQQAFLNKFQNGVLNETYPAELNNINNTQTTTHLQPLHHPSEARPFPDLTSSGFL
MEP2 TOR yeast: alters MEP2-GFP fluorescence in TOR pathway yeast screen; S. cerevisiae MEP2-GFP strain, flow cytometry GFP, 3 h; 100% = DMSO control level; GFP response vs DMSO, % at 10 µM; 330,000 compounds, 0.51% hits; AID 2016;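 active means GFP response versus DMSO above a set limit, roughly screen mean plus 3 SD, cut at about 180% in these data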;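 further: median GFP fluorescence of the barcode-gated MEP2-GFP cells per well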
Efflux pump inh: blocks antifungal efflux pumps in multiplex yeast assay; AID 485275; S. cerevisiae Candida pump triplex, Nile Red efflux; 330,000 compounds, 0.44% hits; inhibition, % at 10 µM;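 active means plate passing quality check with inhibition over a set limit, or well fluorescence over plate mean plus 4 SD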;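 further: Nile Red retained in pooled yeast measured as flow cytometry median fluorescence; 0% = buffer negative control and 100% = Enniatin B positive control; higher means more Nile Red kept so more efflux inhibition; some compounds called inactive have numbers as strong as hits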
Numbers without * were called inactive; x = no result given.

SMILES,AGP1-GFP MLPCN,MEP2 TOR yeast,CR mimetic SO,Efflux pump inh,LAP4 TOR yeast,AHR act,RPL19A TOR yeast,CIT2-GFP yeast
Cc1noc(C)c1C(=O)N1CCN(c2ncccn2)CC1,99,106,134,0.4,102,2,96,93
COc1ccc(NC(=S)NC(=O)/C=C/c2ccc(F)cc2)cc1,109,124,89,-0.1,102,x,109,112
Cc1ccc(C)c(S(=O)(=O)Nc2ccc(C(=O)NCCc3ccccn3)cc2)c1,103,106,87,-0.2,106,-2,98,103
CN(C(=O)c1ccc(NC(=O)C2CCCN(C(=O)OC(C)(C)C)C2)cc1)C1CCC1 (stereo not drawn),118,102,82,-0.1,102,0,108,110
Cc1cc(C(=O)O)c2ccccc2n1,99,103,104,0.0,98,1,99,106
O=C(O)c1ccccc1NC(=S)NC(=O)c1cccc2ccccc12,106,96,100,0.0,106,0,101,105
O=C1N[C@H](Cc2ccccc2)COC(=O)[C@@H](Cc2ccc(F)cc2)CC/C=C/C[C@H]1CC(=O)N(CCO)Cc1ccccc1,99,93,88,-0.2,108,0,95,86
Fc1ccc(COc2ccccc2CNCc2ccncc2)cc1,103,109,85,-0.2,100,7,104,104
CC(C)(C)OC(=O)NOCC(=O)N(Cc1ccccc1)CC(O)COc1ccccc1 (stereo not drawn),104,102,104,0.0,98,3,97,97
CCOC(=O)c1[nH]c2c(c1C)C(=O)CC(c1ccco1)C2 (stereo not drawn),97,97,102,-0.3,99,10,97,100
CCC(C)Nc1nc2c(c(=O)n(C)c(=O)n2C)n1Cc1ccc(F)cc1 (stereo not drawn),106,107,97,0.1,98,0,104,105
Cc1ccc(N2C(=O)CN(Cc3cccs3)C2=S)cc1C,106,105,109,0.0,113,1,100,98

Structural class, the compounds so far containing a tert-butyl group.
SMILES,AGP1-GFP MLPCN,MEP2 TOR yeast,CR mimetic SO,Efflux pump inh,LAP4 TOR yeast,AHR act,RPL19A TOR yeast,CIT2-GFP yeast
CN(C(=O)c1ccc(NC(=O)C2CCCN(C(=O)OC(C)(C)C)C2)cc1)C1CCC1 (stereo not drawn),118,102,82,-0.1,102,0,108,110
CC(C)(C)OC(=O)NOCC(=O)N(Cc1ccccc1)CC(O)COc1ccccc1 (stereo not drawn),104,102,104,0.0,98,3,97,97

(next part)
SMILES,AGP1-GFP MLPCN,MEP2 TOR yeast,CR mimetic SO,Efflux pump inh,LAP4 TOR yeast,AHR act,RPL19A TOR yeast,CIT2-GFP yeast
CCCc1cc(=O)c2ccc(OCC(C)=O)cc2o1,106,108,112,0.4,103,10,108,99
C=CCN(CC=C)CCOc1ccccc1,97,108,102,0.1,96,-2,97,96
COc1ccc(NC(=O)Cn2nc(Cc3cccnc3)c3ccccc3c2=O)cc1OC,97,94,98,0.1,95,5,101,93
C=CCn1c(=O)c2c(nc(Br)n2Cc2ccccc2Cl)n(C)c1=O,102,107,104,-0.1,110,-3,97,96
COc1ccc(-c2ncncc2-c2ccc(OC)c(OC)c2)c(O)c1,94,110,97,0.0,99,x,104,101
COCCN1C(=O)C(CC(=O)Nc2ccccc2)SC1=Nc1ccc(OC)cc1 (stereo not drawn),100,103,95,0.1,99,6,101,96
CCOc1ccc(-n2c(=O)c3sccc3n(CC(=O)NCc3ccco3)c2=O)cc1,105,103,105,0.1,109,-3,100,102
CCOc1c(OC(C)=O)ccc(/C=C/c2ccc3cccc(OC(C)=O)c3n2)c1[N+](=O)[O-],97,104,84,0.3,102,10,100,106
Cc1ccc(NC(=O)COC(=O)Cn2nc(-c3ccc(F)cc3)oc2=O)cc1C,101,103,87,0.2,100,3,103,103
O=C(/C=C/c1ccccc1)NC(NC(=S)Nc1cccc(O)c1)C(Cl)(Cl)Cl (stereo not drawn),96,103,80,0.8,88,12,99,95
Cc1ccc(F)cc1CNC(=O)C1CCC(=O)N(CCCN2CCCC2=O)C1 (stereo not drawn),101,106,98,-0.1,105,-2,101,98
COc1ccccc1-n1cc(C(=O)NCC(=O)N2CCN(c3ccccc3)CC2)c2ccccc2c1=O,96,103,100,0.0,101,-1,100,97
COc1ccc(Br)cc1S(=O)(=O)N1CCOCC1,93,101,117,0.1,92,2,94,93
CCCOC(=S)NC(=O)c1sc2ccccc2c1Cl,110,111,70,-0.2,109,0,x,109
CN(C)/C=N/c1nccc(-c2cccs2)n1,109,97,88,-0.1,103,-3,103,101
O=C(c1cccc(S(=O)(=O)N2CCOCC2)c1)N(CCO)Cc1ccccc1,102,102,102,0.0,96,3,99,97
Nn1c(SCC(=O)N2CCOCC2)nnc1-c1ccc(Cl)cc1Cl,103,97,104,0.1,101,1,98,98
COc1ccc(C(=O)C2CCCN(Cc3c(F)ccc(F)c3F)C2)c(OC)c1 (stereo not drawn),101,115,99,-0.1,89,1,100,101
Cc1cc(C)c(NC(=O)CSc2cccc[n+]2[O-])c(C)c1,99,100,93,-0.1,111,0,97,88
CCNc1ccc2noc3c2c1C(=O)c1ccccc1-3,101,100,137,0.2,104,3,93,92
O=C1CCc2ccccc2N1Cc1ccccc1,105,111,92,0.1,111,1,108,103
Cc1[nH]nc2c1C(c1ccc(-c3ccc(Cl)cc3)o1)C(C#N)=C(N)O2 (stereo not drawn),98,93,107,0.1,92,44,99,101
O=C(Nc1nc2cc3c(cc2s1)OCO3)c1cccc(N2C(=O)CCC2=O)c1,102,104,101,0.0,102,13,99,104
O=C(Cc1ccccc1)Nc1ccccc1Sc1ccccc1,99,101,93,0.0,94,-1,101,105
Cc1cc(C)n(C(=O)CCCn2nc(C)c([N+](=O)[O-])c2C)n1,108,102,108,0.1,106,-2,110,106
O=C(CSc1nc(C2CC2)nc2ccccc12)N1CCCCC1,92,104,135,0.5,90,2,97,101
COCCCN1CC(=O)N2Cc3[nH]c4ccccc4c3C[C@H]2C1=O,101,111,113,0.0,100,2,107,108
Cc1ccc(S(=O)(=O)Nc2ccc3cn[nH]c3c2)c(C)c1,109,106,104,0.1,106,21,102,93
Cc1ccc(NC(=O)COC(=O)COc2cccc3c2OC(C)(C)C3)cc1S(=O)(=O)N1CCOCC1,97,100,97,0.0,97,1,93,92
CN(Cc1ccccc1)C(=O)c1cccc(N2C(=O)NC3CC2(C)Oc2ccccc23)c1 (stereo not drawn),92,94,90,0.0,90,5,97,97
O=C(CCCC(=O)Nc1ccccc1Br)N/N=C/c1c(F)cccc1Cl,104,94,117,-0.1,101,2,100,103
Cc1cc(SCC(=O)NCCC2=CCCCC2)nc2ccccc12,96,103,114,0.1,95,9,98,86
C/C(=N\Nc1ccc(Cl)c(C(=O)O)c1)c1ccc(Br)s1,96,97,96,-0.3,97,0,97,96
Cc1cc(NC(=O)CSCC(=O)OC(C)C(=O)c2cc(C)c(C)cc2C)no1 (stereo not drawn),101,101,82,-0.4,103,-1,97,98
COc1ccc(C(=O)COc2ccccc2C(N)=O)cc1,99,108,108,0.0,98,3,106,106
Nc1ncnc2c1ncn2[C@@H]1O[C@H](COP(=O)(O)O)[C@@H](O)[C@H]1O,82,90,95,-0.1,103,10,94,93
Clc1ccccc1N/N=C/c1ccc2c(c1)OCO2,95,101,102,-0.4,101,80*,100,101
O=C(c1cccc(F)c1)N1CCN(Cc2ccc3c(c2)OCO3)CC1,98,100,98,-0.1,85,0,105,108
N#CCSc1ncnc2ccccc12,88,103,90,-0.2,89,3,92,94
O=C(O)c1ccc(NC(=O)c2cc3ccccc3o2)cc1,85,108,104,0.0,116,5,98,104
O=C(/C=C/c1ccco1)OCC(=O)N1CCCCC1,113,111,101,0.2,118,-2,112,102
Cc1cc(N(C)/N=C/c2ccccc2)nc(-c2ccccc2O)n1,92,96,109,0.1,86,11,98,101
Cc1cc(NC(=O)CSCC(=O)N2CCN(c3cccc(C)c3C)CC2)no1,97,92,122,-0.3,103,1,99,92
O=C(NCc1ccc(Cl)cc1)C1CCCO1 (stereo not drawn),118,107,77,-0.1,97,9,103,101
C1=CCC(/C=N/n2cnnc2)CC1 (stereo not drawn),94,93,93,0.0,90,-3,90,88
Cc1ccc(NC(=O)c2cnn(-c3ccccc3)c2C)cc1,92,106,104,0.0,89,-10,105,97
Cc1ccc(CN2CCN(Cc3ccc(OCCO)cc3)CC2CCO)o1 (stereo not drawn),95,105,94,0.2,82,11,96,90
CN(CCc1ccccn1)C(=O)CCC1CCCN(C(=O)c2n[nH]c3c2CCCC3)C1 (stereo not drawn),103,100,99,0.2,103,0,96,94
O=C(Nc1ccc2ccccc2c1)c1cnccn1,79,96,107,0.2,90,30,89,80
CCOc1ccccc1NC(=O)c1cccc(NC(=O)C2CCCC2)c1,97,110,97,-0.1,92,60*,103,106
O=C(Nc1cccnc1)c1sc(Nc2ccccc2)nc1-c1ccccc1,99,104,88,-0.3,99,40,102,101
CCOc1cc(/C=C(\C#N)C(=O)Nc2cccc(C(=O)O)c2)ccc1OCc1ccc(Br)cc1,104,110,107,0.1,107,0,101,104
O=C(NCC(=O)N1CCN(c2ncccn2)CC1)c1ccc(F)cc1,111,118,95,0.1,118,1,112,114
CC(C)=CCN1CCN(Cc2cnc(N3CCCC3)s2)CC1CCO (stereo not drawn),97,118,88,-0.1,92,3,93,106
O=S(=O)(Nc1ccc2c(c1)OCCO2)c1cccc2cccnc12,103,102,108,-0.2,109,1,97,96
Cc1ccc(CN(C)Cc2cc(=O)oc3cc(C)c(Cl)cc23)cc1,97,100,115,0.1,87,1,104,96
COCCNC(=S)Nc1ccc2nc(N3CCN(C)CC3)cc(C)c2c1,110,102,80,-0.2,108,6,105,106
Cc1ccc(C)c(NS(=O)(=O)c2ccccc2C)c1,90,100,103,0.1,78,x,106,83
COc1ccc(N2C(=O)C3CC=C(Cl)CC3C2=O)cc1 (stereo not drawn),95,95,99,-1.0,93,4,92,87
CC[C@@H](C)C(NC(=O)OC(C)(C)C)c1cn([C@@H](CCCCNC(=O)OC(C)(C)C)C(=O)N2CCN(C(=O)OC(C)(C)C)CC2)nn1 (stereo partly drawn),93,92,106,0.0,96,0,105,90

Continuation.
SMILES,AGP1-GFP MLPCN,MEP2 TOR yeast,CR mimetic SO,Efflux pump inh,LAP4 TOR yeast,AHR act,RPL19A TOR yeast,CIT2-GFP yeast
Cc1nc(C)n(CC(=O)N2CCCC(C(=O)c3ccc(Cl)cc3C)C2)n1 (stereo not drawn),113,118,80,-0.1,102,0,103,111
COc1cccc2cc(C(=O)N(C)C)c(=O)oc12,103,99,108,-0.1,96,-1,99,107
COc1ccc(CC(=O)N2CCOCC2)cc1OC,107,108,95,0.0,112,0,104,101
COc1ccc(N2C(=O)CC(Sc3nnc(-c4ccccc4F)n3C)C2=O)cc1 (stereo not drawn),122,108,98,-0.1,108,1,113,106
CCOC(=O)/C(C#N)=C/Nc1ccccc1NS(=O)(=O)c1cccc(C(C)=O)c1,103,107,88,0.0,111,2,92,101
CCCN(c1ccc(C(=O)OC)cc1)S(=O)(=O)c1ccccc1,96,104,97,0.0,117,2,103,89
C/C(=N\OCc1nc2ccccc2c(=O)n1/N=C/c1cc(C)cc([N+](=O)[O-])c1O)c1ccccc1,89,86,81,0.1,121,27,93,87
COc1cc(/C=C2\N=C(C)OC2=O)cc(OC)c1OC,98,101,96,-0.1,114,0,105,104
O=C(Nc1nc(-c2ccncc2)cs1)c1ccc(F)cc1,103,100,101,0.1,102,-9,103,94
Cc1ccc(S(=O)(=O)NC(CC(=O)NCC2CCCO2)c2ccco2)cc1 (stereo not drawn),92,95,107,0.1,90,2,92,89

High-throughput results from PubChem.
